PDI turbidity = blocks human protein disulfide isomerase activity; P07237; PDI insulin aggregation turbidity, A650, 90 min; inhibition, % at 10 µM; 350,000 tested, 0.052% active;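 active means mean inhibition across replicates of 30% or more, whatever share of single replicates reach that level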;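 further: absorbance from insulin aggregation driven by PDI reduction with DTT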
Target sequence (P07237 whole entry, looked up): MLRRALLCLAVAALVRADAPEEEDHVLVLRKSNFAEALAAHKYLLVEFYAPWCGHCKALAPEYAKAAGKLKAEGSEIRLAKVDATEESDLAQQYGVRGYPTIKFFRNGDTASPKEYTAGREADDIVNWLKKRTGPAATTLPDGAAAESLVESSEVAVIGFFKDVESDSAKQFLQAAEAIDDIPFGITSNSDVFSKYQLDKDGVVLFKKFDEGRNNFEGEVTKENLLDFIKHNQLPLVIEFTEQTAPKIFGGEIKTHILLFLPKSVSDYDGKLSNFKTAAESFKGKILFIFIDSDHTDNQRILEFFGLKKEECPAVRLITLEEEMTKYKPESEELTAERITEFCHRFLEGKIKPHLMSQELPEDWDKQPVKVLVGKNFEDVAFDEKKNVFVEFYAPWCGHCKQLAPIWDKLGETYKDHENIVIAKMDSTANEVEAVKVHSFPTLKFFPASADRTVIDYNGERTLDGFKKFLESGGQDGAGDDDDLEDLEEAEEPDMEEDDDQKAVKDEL
Peg3 promoter = inhibitors of Peg3 promoter | 360,000 tested, 1.7% active | HeLa PEG-Prom luciferase reporter, luminescence, overnight | AID 588405 | inhibition, % at 20 µM;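 active means inhibition of at least 50% at 20 µM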
NR2E3 ag-1 = activates human photoreceptor nuclear receptor NR2E3; GST-NR2E3/biotin-RetCOR TR-FRET, 1536-well; inhibition of corepressor binding, % at 4.78 µM; 320,000 tested, 0.12% active; AID 2300;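 active means percent inhibition above the cutoff of mean plus 3 SD of all tested compounds, set per screening campaign, cut at about 20% in these data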;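 further: 0% = DMSO wells and 100% = biotin wells as full block of FRET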
Target sequence (Q9Y5X4 whole entry, looked up): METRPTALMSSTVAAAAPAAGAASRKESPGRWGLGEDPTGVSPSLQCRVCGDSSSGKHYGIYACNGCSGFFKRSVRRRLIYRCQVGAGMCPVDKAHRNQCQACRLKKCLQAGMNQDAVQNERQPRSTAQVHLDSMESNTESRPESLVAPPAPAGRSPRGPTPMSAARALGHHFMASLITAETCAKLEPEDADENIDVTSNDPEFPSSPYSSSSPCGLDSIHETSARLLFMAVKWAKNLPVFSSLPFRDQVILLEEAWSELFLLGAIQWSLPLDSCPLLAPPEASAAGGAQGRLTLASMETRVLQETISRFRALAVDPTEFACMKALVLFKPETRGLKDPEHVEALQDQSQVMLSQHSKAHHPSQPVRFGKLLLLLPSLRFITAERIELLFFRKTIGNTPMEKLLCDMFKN
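System: GST-NR2E3 and biotin-RetCOR proteins; probe or stimulus: 7 nM biotin-RetCOR; doses: compound at 4.8 µM, single dose; schedule: Compound–protein incubation for 5 h at 4 °C; detection: time-resolved FRET; read-out: percent inhibition; controls: biotin wells as high control, 0.6% DMSO wells as low control; format: 1536-well plates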
HIF-2a inh = inhibitors of HIF-2a; 786-0 RCC cells HIF-2a reporter, luciferase luminescence, overnight; inhibition, % at 18.8 µM; 360,000 tested, 0.72% active; AID 624352;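 active means inhibition of the luminescence signal of 40% or more relative to plate controls, in a single-dose primary screen at 18.75 µM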
Vif inh = HIV Vif inhibition | HEK293T cells, Vif self-association by quenched fluorescence, imaging, 24 h | inhibition, % at 7.49 µM | 340,000 tested, 0.35% active; in the data active means inhibition above about 50%, passing the limit was not always enough; further: some results filed as inactive read as strong as hits
Exocytosis inh = blocks lytic granule exocytosis | TALL-104 LAMP-1 surface exposure, flow cytometry; cells stimulated with thapsigargin and PMA | inhibition, % at 10 µM | 360,000 tested, 0.66% active;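 active means inhibition above about 55%, limit read from the data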
NR2E3 ag-2 = activates human NR2E3 receptor; CHO-S Gal4-NCOR/VP16-NR2E3 two-hybrid, luciferase; inhibition of corepressor binding, % at 3.98 µM; 360,000 tested, 0.35% active; AID 602229;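 active means inhibition above the mean of all tested compounds plus 3 SD, cut at about 70% in these data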;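 further: 0% = DMSO with NR2E3 transfected cells and 100% = cells lacking NR2E3 construct; higher means lower luciferase signal from less NR2E3 corepressor binding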
hiPSC survival = increases survival of single human iPS cells; 360,000 tested, 0.044% active; survival enhancement, % at 20 µM; hiPSC single-cell survival, ATPlite luminescence; 100% = ROCK inhibitor wells, 0% = DMSO; in the data active means survival enhancement above about 18%;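 further: cells exposed to compounds for 16 hours before the ATP read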
aDG glyco act = increases alpha dystroglycan glycosylation. activation, % at 10 µM. 360,000 tested, 0.22% active. Pro5-aDG cells, alpha-DG glycosylation AlphaScreen (IIH6); 0% Pro5, 100% B10-LARGE cell signal. AID 624168;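 active means activation of at least 8% versus controls, or a plate z-score of at least 8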;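 further: Pro5 are CHO cells carrying HIG-tagged alpha-DG that lacks glycosylation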
CaV13 FRET inh = Disruptors of the CACNA1D IQ motif to Ca2+-dependent inactivation inhibitor domain association, primary screening, Förster resonance energy transfer in intact living … | HEK cells, CFP/YFP FRET ICDI-IQ, plate reader, 10 min; percent FRET-ratio fall versus neutral wells | inhibition, % at 12.3 µM | 340,000 tested, 0.098% active | AID 743397;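 active means mean replicate inhibition of at least 30% and at least 1% of replicates passing that level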;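 further: 0% = median of the neutral control wells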
TRPM1 prom inh = reduces MITF-dependent TRPM1 promoter luciferase signal; AID 488899; 330,000 tested, 0.83% active; inhibition, % at 12.5 µM; SK-MEL-5 TRPM1 promoter luciferase, 24 h;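 active means mean inhibition across replicates of 60% or more, whatever share of single replicates reaches that level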; further: values of inactives mirror those of a sister screen read the other way
* marks the source's active call; other numbers are inactive results; x = not tested or not shown. Outcome played no part in choosing rows; overall some 3.5% were active at least once.

SMILES | PDI turbidity | Peg3 promoter | NR2E3 ag-1 | HIF-2a inh | Vif inh | Exocytosis inh | NR2E3 ag-2 | hiPSC survival | aDG glyco act | CaV13 FRET inh | TRPM1 prom inh
Cc1cccc(NC(=O)c2cc(NC(=O)CCCC(=O)O)ccc2Cl)n1 | -3 | 12 | 5 | 10 | 1 | -1 | 18 | -1.8 | 1.9 | -3 | 0
O=C(COC(=O)C1=COCCO1)Nc1c(F)cccc1F | -1 | -10 | 3 | 18 | 0 | -2 | 12 | 0.0 | 0.1 | -3 | 32
O=C(Nc1nccs1)c1cccc(NC(=O)C(F)(F)F)c1 | 7 | -73 | 0 | -153 | 0 | -2 | -26 | 0.0 | -0.2 | -13 | -44
O=C(NCC1CCCCC1)c1cccc([N+](=O)[O-])c1 | 19 | 2 | 5 | 2 | -5 | -2 | -15 | 0.1 | 0.0 | -20 | 0
O=C(Oc1cccc2c(OC(=O)N3CCOCC3)cccc12)N1CCOCC1 | -3 | 5 | -3 | 2 | -3 | 0 | -24 | 2.0 | -0.1 | -4 | 7
COc1ccc(/C=C/C(=O)OCCCN(C)C)cc1 | -8 | 1 | 3 | 3 | 3 | -2 | -13 | 0.0 | 0.2 | -4 | -2
CC(=O)Nc1cccc(NC(=O)c2cc(-c3cccnc3)nc3ccc(Cl)cc23)c1 | 1 | 57* | 3 | 4 | -8 | -1 | 0 | 0.4 | -0.3 | -7 | 1
CCc1nc2c(OCC(=O)N3CCOCC3)cccn2c1N(C)C(=O)COc1ccccc1 | 0 | -9 | x | 12 | -6 | -15 | -16 | 0.9 | -0.1 | -7 | x
Cc1cccc(NC(=O)CN2CCN(CC(=O)Nc3ccc(-c4ccccc4)cc3)CC2)c1C | -1 | 10 | -2 | 9 | -19 | -2 | -20 | -0.5 | 0.1 | -7 | 11
NC(c1csc(Nc2ccc(C(=O)NCCCO)cn2)n1)c1ccccc1Cl (stereo unspecified) | -1 | -11 | x | 17 | -3 | 14 | -28 | 6.5 | -0.1 | -2 | x
COc1ccc(NC(=O)c2ccc(-c3ccccc3)cc2)cc1NS(=O)(=O)c1ccc(F)cc1 | -13 | 15 | 0 | -6 | 3 | 8 | 69 | -0.1 | 4.5 | -5 | 6
COc1ccc(S(=O)(=O)Nc2cc3[nH]c(=O)oc3cc2C)cc1 | -84 | 23 | -1 | 12 | -5 | -6 | -2 | 0.5 | -0.1 | -20 | 0
COc1ccc(CCNC(=O)C2CCN(S(=O)(=O)N3CCCCC3)CC2)cc1OC | 11 | -2 | 1 | 14 | -1 | -3 | 0 | -0.1 | -0.3 | -3 | -11
CCC(C(=O)OCC(=O)N1CCN(S(=O)(=O)c2ccc(C)cc2C)CC1)c1ccccc1 (stereo unspecified) | 16 | 8 | -2 | 20 | -11 | 0 | -40 | 0.7 | 0.3 | -6 | 6
CCCn1nc(Oc2nc(SC)nc(N(C)C)n2)ccc1=O | -1 | 6 | -2 | 8 | 5 | 4 | 1 | -0.2 | 0.1 | -6 | 8
COc1ccc(-c2ccc(CN3C(C(C)C)C(=O)N(Cc4cn(CCC5OCCCO5)nn4)CCS3(=O)=O)cc2)cn1 (stereo unspecified) | -7 | -41 | x | -32 | 6 | -1 | -4 | -0.8 | -0.2 | -7 | x
CCOCCn1c(SCc2ccccc2)nc2c1c(=O)[nH]c(=O)n2C | x | 21 | 2 | 4 | x | 2 | 3 | -0.8 | 4.1 | 5 | 5
O=c1c2ccccc2nc(N2CCN(c3ccccc3)CC2)n1Cc1ccccc1 | 1 | -1 | 5 | -4 | x | 8 | -37 | -0.8 | 0.1 | -6 | 2
O=C(N/N=C/C=C/c1ccccc1)c1cccs1 | 9 | -33 | -5 | -91 | 0 | -1 | -19 | 0.8 | -0.2 | -6 | -13
CCOc1ccc(/C=C/C(=O)CCC(=O)O)cc1 | -11 | -243 | 2 | -71 | -5 | -3 | -80 | 0.1 | 0.0 | 0 | -7
Cc1ccc(/C=N/NC(=O)C2(C)CC2(Br)Br)cc1 (stereo unspecified) | -1 | -35 | -2 | -16 | 7 | -3 | -20 | -1.2 | 0.2 | 1 | 7
Cc1ccc(NNc2c(C)nc3ccccc3nc2=O)cc1 | 4 | -55 | 4 | -111 | -2 | 2 | -11 | 0.1 | -0.1 | -5 | -28
COc1cc(OC)c(NS(=O)(=O)c2cc(C(=O)OCC(=O)NCC3CCCO3)ccc2OC)cc1Cl (stereo unspecified) | 5 | -1 | -1 | 12 | -5 | -3 | 0 | -0.6 | -0.5 | -3 | 0
CC(C)CCn1cnc2c(c1=O)c1nc3ccccc3nc1n2Cc1ccc2c(c1)OCO2 | -1 | 2 | x | -12 | 1 | -4 | 7 | -1.1 | -0.2 | -9 | 20
CC1(C(=O)Nc2ccc3c(c2)OCCO3)CC1(Cl)Cl (stereo unspecified) | -4 | -47 | -2 | -80 | -10 | 3 | -66 | -0.4 | 0.0 | x | -7
O=C(c1ccc(OCc2cn3ccccc3n2)cc1)N1CCN(S(=O)(=O)c2ccccc2F)CC1 | 8 | -106 | x | -64 | -11 | 1 | -22 | -0.4 | 0.2 | -7 | -30
Brc1ccc(-c2ncc(-c3ccccc3)cn2)cc1 | -7 | -270 | 1 | -222 | 15 | -3 | -67 | -1.1 | 0.0 | x | -31
COc1cccc(-c2nc3nc(C)cc(C)n3c2NC2CCCC2)c1 | x | x | x | -7 | x | -4 | -6 | 0.3 | 0.1 | -5 | x
Cc1ccccc1NC(=O)N1CCNC(=O)C1CC(=O)Nc1cc(Cl)ccc1Cl (stereo unspecified) | 8 | -5 | -2 | -4 | -5 | 4 | 4 | -0.3 | 0.1 | -4 | -7
CC1CCCN(C(=O)C2CCN(S(=O)(=O)c3cccc4nsnc34)CC2)C1 (stereo unspecified) | -1 | 6 | 0 | 16 | 2 | -6 | 9 | -0.2 | -0.1 | -3 | 0
Cc1ccc(S(=O)(=O)/N=c2\ccc(Cl)cn2C(F)F)cc1 | 3 | -7 | 0 | 5 | -12 | 2 | -8 | 0.2 | -0.1 | -6 | -5
COc1ccc(NS(=O)(=O)c2cccc3ccccc23)cc1 | 5 | 49 | 2 | 19 | 10 | 2 | 0 | -0.4 | -0.1 | -13 | 11
O=C(Nc1ccccc1Cl)c1csc(-c2cccnc2)n1 | -1 | -160 | -1 | -225 | 1 | 1 | -85 | -0.1 | 0.0 | -4 | -30
O=C(NC(c1ccccc1)c1ccsc1)C1CCN(Cc2ccc(Cl)c(Cl)c2)CC1 (stereo unspecified) | -6 | 27 | x | 3 | x | 28 | -10 | -0.2 | 0.0 | -10 | x
Cc1c(S(=O)(=O)N2CCN(C(=O)c3ccco3)CC2)c(=O)n(C)c(=O)n1C | x | -23 | 4 | -10 | -1 | 3 | -12 | 0.1 | -0.1 | 18 | -8
Cc1sc2ncnc(NCC3COc4ccccc4O3)c2c1C (stereo unspecified) | 14 | -5 | -1 | -27 | -10 | 6 | 92* | -1.7 | 4.1 | -19 | 32
CCOC(=O)c1ccc(NC(=O)c2c(N)n(Cc3ccccc3)c(=O)[nH]c2=O)cc1 | -5 | 10 | -1 | 3 | -10 | 9 | -6 | -3.7 | -0.3 | -3 | 39
Cc1ccc2[nH]cc(CCNC(=O)c3cccs3)c2c1 | 3 | 15 | x | -41 | x | 11 | -22 | 0.2 | 0.2 | -5 | 11
CCC(CC)C(=O)Oc1c(Sc2ccccc2[N+](=O)[O-])c(C)nn1C(C)(C)C | 4 | 19 | -3 | -2 | 0 | -12 | 13 | -1.4 | -0.3 | -16 | 3
COc1ccccc1N1CCN(C(=O)CN2C(=O)c3cccc4cccc(c34)C2=O)CC1 | -1 | 8 | 2 | 13 | 23 | -4 | 1 | -1.0 | 0.0 | -4 | -1
COc1ccccc1NS(=O)(=O)c1ccc2nc(CCl)[nH]c2c1 | 27 | 17 | 3 | 4 | 2 | 4 | -6 | -0.1 | 0.1 | -4 | 7
O=C(O)c1ccc(NS(=O)(=O)c2cccc3cccnc23)cc1 | -4 | 2 | 1 | 5 | 14 | 3 | -8 | -0.9 | 0.0 | -4 | -7
COc1ccc(NS(=O)(=O)c2ccc(NC(=S)NC(=O)c3ccc(Br)cc3)cc2)nn1 | 3 | 11 | -2 | 13 | 0 | -4 | 12 | -2.8 | -0.4 | -2 | 1
CCOC(=O)C1CN(c2cc3c(cc2F)c(=O)c(C(=O)O)cn3CC)OC1C(=O)OCC (stereo unspecified) | -4 | -5 | -2 | 15 | -6 | 0 | -14 | 2.0 | -0.2 | x | 13
O=C(Cn1cc(COc2ccccc2C(F)(F)F)nn1)c1ccc(O)cc1 | 10 | -5 | x | -8 | 3 | 7 | -15 | 0.0 | 0.2 | -12 | -6
COc1ccccc1C(=O)N/C(=C\c1cn(S(=O)(=O)N(C)C)c2ccccc12)C(=O)N1CCN(C)CC1 | -1 | 0 | x | 23 | -4 | 2 | 1 | 2.6 | -0.3 | -14 | x
Cc1cnc(NC(=O)CSc2ncc(-c3ccccc3)n2Cc2ccco2)s1 | -2 | 36 | -1 | 18 | 4 | 2 | -6 | -3.5 | 0.1 | -4 | 11
CCOC(=O)C1CCCN(C2CC(=O)N(c3ccc(NC(C)=O)cc3)C2=O)C1 (stereo unspecified) | -3 | -5 | 1 | 12 | 1 | -4 | -15 | -1.7 | -0.1 | -5 | -9
CC(=O)NS(=O)(=O)c1ccc(NC(=S)Nc2ccccc2)cc1 | 1 | -10 | 4 | 1 | -13 | -7 | 9 | 0.0 | 0.0 | -21 | 7
CC1CC(=O)N(CC(=O)NCc2ccc(F)cc2)c2ccccc2S1(=O)=O (stereo unspecified) | -3 | 10 | 0 | -3 | -5 | 2 | -22 | -0.1 | -0.3 | -5 | -5
O=S(=O)(NCCSCc1ccc(Cl)c(Cl)c1)c1ccc2c(c1)OCCO2 | -11 | 16 | 3 | 22 | x | 1 | -1 | 0.7 | -0.1 | x | 8
O=C(NCc1ccccn1)c1ccc(Cn2c(=S)[nH]c3ccccc3c2=O)cc1 | -7 | 9 | 8 | 20 | -1 | 12 | -6 | -0.2 | 0.0 | -3 | 5
CCNC(=O)COC(=O)CCNC(=O)c1ccc(Cl)cc1 | -12 | 2 | 0 | 13 | -8 | 3 | -27 | 1.1 | 0.0 | 1 | 2
